KCNH2 3.1 block – blocks the human KCNH2 3.1 channel isoform. AID 720553. activity change, % (tested at about 1.8 µM). actives 0.95% (n = 340,000). U2OS KCNH2 3.1, thallium flux FluxOr; hits give low values;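 active = maximum activity change below -70%; inconclusive = maximum activity change from -70% to -50%; inactive = maximum activity change above -50%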;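 also: thallium influx rate constant from kinetic fluorescence after stimulation buffer; % is scaled to controls: 0 for no effect and ±100 for the full control effect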
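FluxOr-based Tl+ influx in U2OS cells transduced with KCNH2 3.1 virus; rate constants normalized to DMSO controls.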
a7 integrin act – activates integrin-mediated alleviation for muscular dystrophy | alpha7betagal myoblasts, beta-gal FDG fluorescence, 48 h | Potency, µM (top dose mostly 38.3 µM), for the others: at the top dose activation, hits mostly activators | actives 0.064% (n = 350,000) | AID 624291;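 also: potency is read from the fitted curve at half-maximal effect; 100% = response of the positive control SU9516; nearly all actives have a fitted effect of over 60% in size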
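alpha7betagal+/- myoblasts (passage 13, 250/well) treated 48 h at 37C with compounds at 1:260 dilution of DMSO stock. Lysed, then beta-galactosidase activity read as FDG fluorescence (ex 480/em 540) after 30 min, with pre-read for autofluorescence.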
GALK inh – inhibitors of human galactokinase. P51570. Purified GALK, Kinase-Glo residual ATP luminescence. Potency, µM (series often up to 57.5 µM), for inactives: at the top dose activity change, negative = inhibition, usual class: inhibitors. actives 0.007% (n = 270,000). AID 1868; also: potency is read from the fitted curve at half-maximal effect; % is scaled to controls: 0 for no effect and ±100 for the full control effect
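Luminescence from leftover ATP (Ultra-Glo luciferase/luciferin) served as read-out after a 1 h room-temperature reaction of 5 nM GALK with 35 uM ATP and 100 uM galactose.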
MLL CXXC-DNA inh – inhibitors of human MLL CXXC domain-DNA interaction. Potency, µM (highest dose often 115 µM), inactives show top-dose activity change, negative = inhibition, most hits filed as inhibitors. actives 0.037% (n = 290,000). AID 2662. MLL-CXXC / FITC-HOXA9 DNA fluorescence polarization. Q03164; active = well fitted inhibition curve with a large enough effect in the polarisation, with a control signal flat, not every such curve was filed as active; inconclusive = small, poorly fitted or top-dose-only effect, or effect the other way, or a change in a side signal; inactive = no such curve, though single readings can be large or run the other way; the % refers to the polarisation; also: potency is read from the fitted curve at half-maximal effect
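Fluorescence polarization: 7 uM MLL-CXXC (stock) preincubated 5 min with compounds, then 50 nM fluorescein-HOX-A9 DNA (stock) added; 30 min ambient. Buffer 50 mM Tris-HCl pH 7.5, 50 mM NaCl, 1 mM DTT, 0.05% BSA.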
TRPV1 ag – activates the human vanilloid receptor TRPV1. Q8NER1. TRPV1-expressing cells, Fluo-8 calcium influx, agonist mode. activation, % at 8.33 µM. actives 0.19% (n = 320,000). AID 540275; in the data active = activation above about 80%; inconclusive = between about 30% and that limit; also: 0% is about no effect
Target sequence (Q8NER1 whole entry, looked up): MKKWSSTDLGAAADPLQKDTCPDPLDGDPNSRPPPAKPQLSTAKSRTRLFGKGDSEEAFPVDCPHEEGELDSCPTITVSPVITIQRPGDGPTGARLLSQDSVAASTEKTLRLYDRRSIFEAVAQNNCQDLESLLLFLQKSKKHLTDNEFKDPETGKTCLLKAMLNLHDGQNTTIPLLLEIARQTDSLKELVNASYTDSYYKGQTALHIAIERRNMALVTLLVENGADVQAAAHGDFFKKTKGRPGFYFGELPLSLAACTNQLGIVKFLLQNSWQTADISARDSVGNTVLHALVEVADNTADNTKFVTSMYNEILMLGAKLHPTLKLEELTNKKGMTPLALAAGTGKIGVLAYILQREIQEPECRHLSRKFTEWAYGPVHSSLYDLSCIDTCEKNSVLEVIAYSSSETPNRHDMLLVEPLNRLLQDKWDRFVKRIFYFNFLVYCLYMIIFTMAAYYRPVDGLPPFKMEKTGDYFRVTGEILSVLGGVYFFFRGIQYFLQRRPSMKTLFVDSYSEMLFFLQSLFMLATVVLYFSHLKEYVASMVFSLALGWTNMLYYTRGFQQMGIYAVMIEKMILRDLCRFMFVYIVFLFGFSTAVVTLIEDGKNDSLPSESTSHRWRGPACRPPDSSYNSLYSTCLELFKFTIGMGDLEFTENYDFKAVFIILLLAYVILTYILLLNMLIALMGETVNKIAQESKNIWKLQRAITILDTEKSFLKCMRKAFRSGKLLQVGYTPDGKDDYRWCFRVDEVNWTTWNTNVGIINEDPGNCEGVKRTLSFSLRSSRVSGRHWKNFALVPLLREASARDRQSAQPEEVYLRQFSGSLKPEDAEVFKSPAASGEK
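Fluo-8 calcium influx in TRPV1-expressing cells, kinetic read (ex 480/em 520 nm). Compound added and read 3 min for agonist activity, followed by capsaicin at EC20 final and 2 min further read for enhancement.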
hERG WT inh – KCNH2 (human, wildtype) channel inhibition. Q12809. AID 720551. actives 0.37% (n = 340,000). activity change, % at 1.84 µM. U2OS, BacMam KCNH2, thallium flux FluxOr; hits give low values;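 active = maximum activity change below -70%; inconclusive = maximum activity change between -70% and -50%; inactive = maximum activity change above -50%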; also: % is scaled to controls: 0 for no effect and ±100 for the full control effect
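U2OS cells were transduced with wild-type KCNH2 virus (2.03 x 10^8 / mL) for 4 h at room temperature, then cultured overnight at 37 C. Thallium flux was read with FluxOr dye. Rate constants were normalized to DMSO controls.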
S-ASM inh – inhibitors of human secretory acid sphingomyelinase. P17405. placental ASM, HMU-PC fluorogenic substrate, 60 min. Potency, µM (series often up to 57.5 µM), for the others: at the top dose activity change, negative = inhibition, actives largely listed as inhibitors. actives 0.006% (n = 340,000); also: potency is read from the fitted curve at half-maximal effect
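qHTS format. ASM enzyme prepared from human placenta hydrolyses the fluorogenic substrate HMU-PC0 (9 uM final) over 60 min at 37 °C after a 10 min compound preincubation.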
A-T KAP1 phos – potential ataxia-telangiectasia treatments restoring KAP-1 phosphorylation. […] A-T fibroblasts, KAP-1 phosphorylation AlphaLISA; neocarzinostatin DNA damage 30 min before lysis. Potency, µM (highest dose often 57.5 µM), inactives show at the highest dose activation, hits mostly activators. actives 0.19% (n = 320,000). AID 485349; also: potency is read from the fitted curve at half-maximal effect; % of control where 0% means no effect; nearly all actives have a fitted effect of over 45% in size
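hTERT-immortalized A-T patient fibroblasts ([…]), 500 cells/well in OPTI-MEM, 1% FBS, got compounds for 60 min, then NCS for 30 min at 37C. Lysates were then assayed for phospho-KAP-1 by AlphaLISA (anti-pKAP1 donor, anti-KAP1 acceptor beads), 6 hr at 25C.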
MBNL1-CUG inh – blocks human MBNL1 binding to CUG repeat RNA; Q9NR56; actives 0.036% (n = 280,000); TR-FRET MBNL1-His/biotin-(CUG)12 binding, 665/545 ratio; Potency, µM (doses to about 57.5 µM), without a hit: at the top dose activity change, negative = inhibition, actives largely listed as inhibitors; active = well fitted inhibition curve with a large enough effect in the signal ratio, with a control signal flat, not every such curve was filed as active; inconclusive = small, poorly fitted or top-dose-only effect, or effect the other way, or a change in a side signal; inactive = no such curve, though single readings can be large or run the other way; the % refers to the signal ratio; also: potency is read from the fitted curve at half-maximal effect; % is scaled to controls: 0 for no effect and ±100 for the full control effect
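His-tagged MBNL1 binding to biotinylated (CUG)12 RNA was measured by TR-FRET using terbium anti-His antibody (0.055 ng/ul final) and streptavidin-XL665 (5 nM final). Compounds were titrated 92 nM to 58 uM; 60 min at room temperature.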
FBPA coupling cs – counter-screen for Giardia aldolase inhibitors: coupling enzyme system | coupling enzyme system counterscreen, AmpLite Red fluorescence | activity change, negative = inhibition, % at 58.2 µM, hits read low | actives 0.67% (n = 290,000); in the data active = activity change below about -30%; also: % is scaled to controls: 0 for no effect and ±100 for the full control effect
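First, compound is pin-transferred into glyceraldehyde-3-phosphate coupling-enzyme reagent at 57.5 uM final and held 10 min at RT. Next, substrate, coupling system and AmpLite Red are added. After 20 min RT, fluorescence (525/598 nm) is read.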
Starred values were filed as active, the others as inactive; ? = inconclusive; · = not tested or not shown; & = joins results of further samples; [ ] = another dose, or the depositor's remark. Unless noted, calls follow the shape of the dose curve; as a rule, active = well fitted curve in the direction sought with a large enough effect; inconclusive = small, poorly fitted or top-dose-only effect, or another doubt; inactive = no such curve, though single readings can be large; an effect the other way counts as inactive or inconclusive.

Value order – KCNH2 3.1 block	a7 integrin act	GALK inh	MLL CXXC-DNA inh	TRPV1 ag	hERG WT inh	S-ASM inh	A-T KAP1 phos	MBNL1-CUG inh	FBPA coupling cs
(1) O=C(CN1CCN(S(=O)(=O)c2ccc(Cl)cc2)CC1)c1ccc(O)c(O)c1
  5	-37%	1%	2%	1	-2	-6%	-8%	0%	·
(2) Cc1nc2sc(C(c3ccccc3)N3CCN(C)CC3)c(O)n2n1 (stereo not drawn)
  -7	11%	2%	4%	-1	-4	1%	0%	6%	16
(3) C=CCOc1c(CNc2nccs2)cccc1OCC
  -8	-63%[inhibitor]	0%	-1%	1	1	1%	2%	3%	0
(4) CCOC(=O)/C(C#N)=C/c1c(N2CCN(c3cccc(Cl)c3)CC2)nc2c(C)cccn2c1=O
  -28	29%	-1%	5%	0	8	-19%	-3%	0%	-2
(5) CC(C)CC(OC(=O)c1cccs1)C(=O)NCC1CCCO1 (stereo not drawn)
  7	26%	3%	-4%	8	1	6%	5%	-3%	-1
(6) Cc1ccc(C(=O)N2CCN(c3cc4c(cc3[N+](=O)[O-])n(C)c(=O)n4C)CC2)cc1
  5	17%	0%	-11%	-3	-5	-5%	1%	?	2
(7) Cc1ccc(C(=O)N2CCCCC2C(=O)O)cc1S(=O)(=O)N1CCCCC1 (stereo not drawn)
  1	-4%	·	·	·	-1	1%	33%	·	·
(8) CCn1c(=O)n(CC(=O)NCC2CCCO2)c(=O)c2c3c(sc21)COC(C)(C)C3 (stereo not drawn)
  6	5%	-5%	-16%	-5	-5	1%	-6%	-12%	·
(9) CC1=C(C(=O)OCc2ccccc2)C(c2ccccc2-c2ccccc2)NC(=O)N1CCCCCC(=O)O (stereo not drawn)
  -10	4%	·	5%	?	2	-4%	-4%	7%	-1&1
(10) O=C(NC1CCCC1)c1cccc(S(=O)(=O)Nc2ccccc2F)c1
  -5	8%	·	·	3	-1	-3%	3%	·	·
(11) CCOC(=O)CSc1nnc(-c2ccc3ncccc3c2)n1C
  15	11%	0%	-12%	3	0	8%	-4%	4%	0
(12) COc1ccc(S(=O)(=O)N2CCOCC2)cc1Cl
  12	-1%	0%	9%	1	0	-2%	-2%	-1%	2
(13) Cc1ccccc1-n1c(-c2ccc(Br)o2)n[nH]c1=S
  -10	-30%	·	·	·	-4	-1%	·	·	·
(14) CC(=O)N1CCN(C(=O)c2ccc(S(=O)(=O)Nc3cccc(C(F)(F)F)c3)cc2)CC1
  20	6%	·	·	0	0	4%	3%	·	·
(15) COc1ccc(CCNC(=O)C2CCN(S(=O)(=O)c3cccc4nsnc34)CC2)cc1OC
  17	14%	-5%	-5%	·	4	-3%	-4%	?	1

Structures above containing a carbonyl joined to an NH by a bond outside any ring, in the order listed:
Value order – KCNH2 3.1 block	a7 integrin act	GALK inh	MLL CXXC-DNA inh	TRPV1 ag	hERG WT inh	S-ASM inh	A-T KAP1 phos	MBNL1-CUG inh	FBPA coupling cs
(5) CC(C)CC(OC(=O)c1cccs1)C(=O)NCC1CCCO1 (stereo not drawn)
  7	26%	3%	-4%	8	1	6%	5%	-3%	-1
(8) CCn1c(=O)n(CC(=O)NCC2CCCO2)c(=O)c2c3c(sc21)COC(C)(C)C3 (stereo not drawn)
  6	5%	-5%	-16%	-5	-5	1%	-6%	-12%	·
(10) O=C(NC1CCCC1)c1cccc(S(=O)(=O)Nc2ccccc2F)c1
  -5	8%	·	·	3	-1	-3%	3%	·	·
(15) COc1ccc(CCNC(=O)C2CCN(S(=O)(=O)c3cccc4nsnc34)CC2)cc1OC
  17	14%	-5%	-5%	·	4	-3%	-4%	?	1

Ordered by value in a7 integrin act (falling): 3 of the compounds above.
# | compound | a7 integrin act
15 | COc1ccc(CCNC(=O)C2CCN(S(=O)(=O)c3cccc4nsnc34)CC2)cc1OC | 14%
2 | Cc1nc2sc(C(c3ccccc3)N3CCN(C)CC3)c(O)n2n1 (stereo not drawn) | 11%
8 | CCn1c(=O)n(CC(=O)NCC2CCCO2)c(=O)c2c3c(sc21)COC(C)(C)C3 (stereo not drawn) | 5%

Copied from the list:
Value of #14 in A-T KAP1 phos: 3%
Value of #1 in MLL CXXC-DNA inh: 2%
Value of #3 in FBPA coupling cs: 0
Value of #4 in MBNL1-CUG inh: 0%
Value of #8 in hERG WT inh: -5
Value of #11 in MLL CXXC-DNA inh: -12%

New compounds follow:
Value order – KCNH2 3.1 block	a7 integrin act	GALK inh	MLL CXXC-DNA inh	TRPV1 ag	hERG WT inh	S-ASM inh	A-T KAP1 phos	MBNL1-CUG inh	FBPA coupling cs
(16) COc1cc(C(=O)Nc2ccc3nc(N4CCOCC4)sc3c2)cc(OC)c1OC
  5	-4%	·	·	-1	3	-1%	14%	·	·
(17) COc1ccc(C(c2nnnn2Cc2ccccc2)N2CCN(C(=O)c3ccco3)CC2)cc1 (stereo not drawn)
  -4	24%	-1%	27%	5	2	0%	2%	13%	3
(18) CN(C(=O)COC(=O)c1ccc(Cl)cc1N)C1CCCCC1
  -5	29%	0%	4%	9	-29	45%	8%	10%	-3
(19) O=C(COC(=O)C1CC(=O)N(Cc2ccco2)C1)c1ccc(OC(=O)c2ccccc2)cc1 (stereo not drawn)
  -26	-18%	-3%	177%[activator]	4	11	-22%	3%	23%	-1
(20) COc1cccc(CC2(CO)CCCN(Cc3ccc(CN4CCCCC4)s3)C2)c1 (stereo not drawn)
  -6	-63%[inhibitor]	0%	40%	1	·	3%	-1%	5%	0
(21) CCOC(=O)CSc1nnc(CNC(=O)c2ccc(S(=O)(=O)N3CCCC3)cc2)n1C
  6	-1%	0%	2%	-2	0	-1%	5%	-10%	1
(22) CN1CCN(C(=O)/C(=C\c2cccnc2)NC(=O)c2cccc(Br)c2)CC1
  -19	-20%	-8%	-4%	-4	-2	-1%	0%	2%	·
(23) COc1ccc(OCc2cc(C(=O)N3CCOCC3)no2)c(Cl)c1
  6	25%	3%	5%	?	2	0%	4%	-15%	-3
(24) CN(C(=O)c1cccc(NC(=O)Cc2cccc(NC(=O)C3CCCN(C(=O)C4CCCCC4)C3)c2)c1)C1CC1 (stereo not drawn)
  -16	4%	·	·	·	-3	-1%	·	·	·
(25) COc1ccc(NC(=O)CSc2nnc(CNC(=O)c3ccco3)o2)c(OC)c1
  -2	-12%	3%	0%	2	-2	2%	-1%	0%	9
(26) Cc1cc2oc(=O)cc(CN3CCOCC3)c2c(C)c1Cl
  -13	-4%	·	0%	25	3	-1%	8%	-1%	6
(27) C=CCn1c(SCC)nc2sc3c(c2c1=O)CCc1ccccc1-3
  8	-5%[7.66 µM]	·	-3%	1	-20	-2%	9%	-4%	-2
(28) CNS(=O)(=O)c1ccc2nc(NC(=O)c3ccc(N4C(=O)CCC4=O)cc3)sc2c1
  4	13%	0%	-7%	-6	·	3%	-2%	190%[activator]	3
(29) C=CCN1C=C2C(=O)C(C)(OC(=O)CCC(=O)OC)C(=O)C=C2C=C1C1CC1 (stereo not drawn)
  -24	-9%	-1%	18%	6	-9	14%	35%	?	-41*
(30) Cc1cccc(NC(=O)c2ccc(Cl)c(S(=O)(=O)N3CCc4ccccc43)c2)n1
  -31	0%	·	·	?	13	1%	14%	·	·
(31) Cc1ccc(NC(=O)CC2SC(=O)NC2=O)cc1 (stereo not drawn)
  4	5%	0%	12%	-2	-1	1%	-5%	·	7
(32) CC1(C)CC(NC(=O)CCc2nnc(CCCCc3ccccc3)o2)CCO1 (stereo not drawn)
  -49	?	2%	1%	0	6	3%	0%[11.5 µM]	0%	4

Down the list, as entered above.
Compounds 1 to 9 in MLL CXXC-DNA inh read 2%, 4%, -1%, 5%, -4%, -11%, ·, -16%, 5%

Screening data deposited in PubChem by National Center for Advancing Translational Sciences (NCATS).
